# Bioassay records as filed in PubChem BioAssay.
# rTrxR1 inhibitor = inhibitors of rat thioredoxin reductase 1; O89049; recombinant rTrxR1, NADPH fluorescence consumption, selenite substrate; 390,000 compounds, 1% hits; Potency, µM (titrated, usually from 114 µM), without a hit: at the top dose activity change, negative = inhibition, usual class: inhibitors; note: potency is the fitted concentration of half-maximal effect; % is set by controls: 0 for no effect and ±100 for the full control effect; nearly all actives have a fitted effect of over 65% in size
#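 Rat TrxR1 (90 nM in the dispensed reagent) was pre-reduced with 400 uM NADPH for 5 min at room temperature, then incubated with compound for 15 min. After 400 uM selenite was added, NADPH fluorescence (Ex 340/Em 450 nm) was followed for 8 min.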
# RGS4 inhibitor = human RGS4 inhibition; Transcreener GDP fluorescence polarization, RGS4-accelerated GTP hydrolysis; Potency, µM (doses to about 114 µM), for the others: at the top dose activity change, negative = inhibition, actives largely listed as inhibitors; 390,000 compounds, 0.039% hits; AID 504845; note: potency is the fitted concentration of half-maximal effect; % is set by controls: 0 for no effect and ±100 for the full control effect; nearly all actives have a fitted effect of over 75% in size; some results filed as inactive show a strong effect at the top dose
# Target sequence (P49798 whole entry, looked up): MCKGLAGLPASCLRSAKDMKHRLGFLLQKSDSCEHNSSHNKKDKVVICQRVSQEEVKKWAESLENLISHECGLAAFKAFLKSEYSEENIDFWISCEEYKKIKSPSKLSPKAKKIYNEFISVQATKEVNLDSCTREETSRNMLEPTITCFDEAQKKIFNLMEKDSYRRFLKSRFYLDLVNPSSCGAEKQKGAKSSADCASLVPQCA
#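 MLSMR compounds (23 nl, pin-transferred) preincubated 10 min at room temperature with a 500nM (2x) first reagent, then RGS4 at 900nM (2x) plus Transcreener GDP mix added; fluorescence polarization (620/688 nm) read before and after 90 min at 30 °C.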
# GRP78 ERSR act = ER stress response induction in glioma; U87-MG GRP78 promoter luciferase reporter, 16 h; Potency, µM, inactives show at the highest dose activation, most hits filed as activators; 420,000 compounds, 0.02% hits; AID 602332; note: potency is the fitted concentration of half-maximal effect; series mostly up to about 76 µM; % of control where 0% means no effect; nearly all actives have a fitted effect of over 35% in size
#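 Stably transfected U87-MG glioma cells carrying a GRP78-based luciferase sensor; 16 h compound incubation. Luminescence end-point read 10 min after Bright-Glo addition at room temperature.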
# USP1-UAF1 inh = blocks the human USP1/UAF1 deubiquitinase complex; recombinant USP1/UAF1, Ub-Rhodamine cleavage fluorescence; Potency, µM (highest dose often 57.1 µM), for the others: top-dose activity change, negative = inhibition, usual class: inhibitors; 390,000 compounds, 0.23% hits; note: potency is the fitted concentration of half-maximal effect; % is set by controls: 0 for no effect and ±100 for the full control effect; nearly all actives have a fitted effect of over 60% in size; inactives centre near -12
# Target sequence (O94782 whole entry, looked up): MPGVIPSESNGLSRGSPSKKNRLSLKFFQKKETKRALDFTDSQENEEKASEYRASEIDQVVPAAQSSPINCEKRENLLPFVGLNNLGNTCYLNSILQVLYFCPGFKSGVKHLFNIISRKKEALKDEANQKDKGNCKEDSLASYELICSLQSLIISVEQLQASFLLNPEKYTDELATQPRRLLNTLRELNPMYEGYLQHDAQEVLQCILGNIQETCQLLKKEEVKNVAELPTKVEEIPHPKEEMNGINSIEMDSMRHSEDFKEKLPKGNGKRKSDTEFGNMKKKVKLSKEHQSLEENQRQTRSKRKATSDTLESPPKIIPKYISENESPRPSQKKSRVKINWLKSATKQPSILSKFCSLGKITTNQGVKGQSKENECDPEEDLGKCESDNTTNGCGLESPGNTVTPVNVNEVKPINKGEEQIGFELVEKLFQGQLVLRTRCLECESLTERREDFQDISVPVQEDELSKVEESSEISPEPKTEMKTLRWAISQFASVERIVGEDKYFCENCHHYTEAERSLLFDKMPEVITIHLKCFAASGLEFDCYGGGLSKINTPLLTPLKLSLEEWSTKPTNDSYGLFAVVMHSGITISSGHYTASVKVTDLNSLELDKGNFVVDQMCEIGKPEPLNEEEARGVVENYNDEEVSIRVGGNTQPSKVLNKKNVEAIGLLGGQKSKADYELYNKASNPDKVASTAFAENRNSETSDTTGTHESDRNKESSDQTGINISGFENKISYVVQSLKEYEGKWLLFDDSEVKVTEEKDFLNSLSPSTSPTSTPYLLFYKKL
#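 High-throughput fluorogenic screen: 1nM USP1/UAF1 complex, Ub-Rho substrate 150nM final, 50mM HEPES pH 7.8 with 0.5mM EDTA, 0.1 mg/ml BSA, 1mM TCEP and 0.01% Tween-20.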
# Vif-A3G inh = inhibitors of Vif-APOBEC3G interaction | Q9HC16 | HeLa A3G-eYFP + Vif (tagged APOBEC3G with the HIV-1 protein that degrades it), YFP fluorescence, overnight | Potency, µM (highest dose often 46.1 µM), without a hit: top-dose activity, negative = active, usual class: inhibitors | 410,000 compounds, 0.076% hits | AID 602310;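 note: potency is the fitted concentration of half-maximal effect; % is set by controls: 0 for no effect and ±100 for the full control effect; nearly all actives have a fitted effect of over 60% in size; hits raise eYFP signal because A3G escapes Vif-driven loss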
#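 Read-out is eYFP fluorescence (Ex 488/Em 500-530) from Vif-expressing HeLa A3G-eYFP cells; more signal means A3G escaped Vif-mediated degradation. Cells plated overnight, compound pinned in, incubated overnight at 37 deg C.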
# LDHA inh = blocks human lactate dehydrogenase A | 480,000 compounds, 0.15% hits | AID 1347041 | activity change, % (values are at about 110 or 230 µM) | purified LDHA, NADH/diaphorase-resazurin fluorescence; hits give low values | P00338; in the data active = activity change below about -30%; inconclusive = mostly about -25% to -30%;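 note: plate controls were DMSO wells for no effect and wells without enzyme for full effect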
#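 Remaining NADH was detected by diaphorase (0.133 mg/mL) converting 37 µM resazurin to fluorescent resorufin, read at 0 and 20 minutes. The preceding 5-minute room-temperature reaction used 2 nM LDHA, 0.2 mM sodium pyruvate and 0.06 mM NADH at pH 7.4.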
# IDH1 R132H inh = blocks human mutant IDH1 R132H enzyme | O75874 | IDH1-R132H enzyme, NADPH consumption, diaphorase/resazurin fluorescence | Potency, µM (highest dose often 76.6 µM), inactives show at the highest dose activity change, negative = inhibition, usual class: inhibitors | 390,000 compounds, 0.093% hits; note: potency is the fitted concentration of half-maximal effect; % is set by controls: 0 for no effect and ±100 for the full control effect; nearly all actives have a fitted effect of over 65% in size
#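 IDH1-R132H (0.5 ug/mL dispensed) in pH 7.5 Tris buffer was preincubated 30 min with compound, then given a substrate mix of 0.016 mM NADPH and 2 mM alpha-KG for 80 min at room temperature; remaining NADPH was read by diaphorase/resazurin fluorescence.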
# TrxR1 substrate = substrates of rat thioredoxin reductase 1; purified TrxR1 substrate turnover, NADPH consumption readout; 390,000 compounds, 0.01% hits; Potency, µM (series often up to 114 µM), inactives show at the top dose activity change, negative = substrate turnover; AID 588456; note: potency is the fitted concentration of half-maximal effect; % is set by controls: 0 for no effect and ±100 for the full control effect; nearly all actives have a fitted effect of over 50% in size
#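 Rat TrxR1, dispensed at 90 nM, was prereduced with 400 uM NADPH (final) for 5 min at ~22 deg C, then incubated with compound 15 min before 400 uM selenite. A first-read NADPH fluorescence drop versus no-compound background flagged substrates.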
# Vif-APOBEC3F blk = Vif-A3F binding inhibition; HeLa A3F-eYFP + Vif (tagged APOBEC3F with the HIV-1 protein that degrades it), YFP fluorescence increase; Potency, µM (highest dose often 46.1 µM), for inactives: top-dose activity, negative = active; 390,000 compounds, 0.2% hits; note: potency is the fitted concentration of half-maximal effect; % of control where 0% means no effect; nearly all actives have a fitted effect of over 65% in size
#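 Fluorescence increase (Ex 488/Em 500-530) after overnight compound treatment at 37 deg C flags inhibition of Vif-driven A3F-eYFP loss in stable HeLa A3F-eYFP/Vif cells seeded overnight beforehand.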
# Starred values were filed as active, the others as inactive; ? = inconclusive; . = no result given; [ ] = dose if it differs, or a comment. Unless noted, calls come from the whole dose curve; as a rule, active = well fitted curve in the direction sought with a large enough effect; inconclusive = small, poorly fitted or top-dose-only effect, or another doubt; inactive = no such curve, though single readings can be large; an effect the other way counts as inactive or inconclusive. A portion of the library. The share of hits here may be higher or lower than overall.
structure | rTrxR1 inhibitor | RGS4 inhibitor | GRP78 ERSR act | USP1-UAF1 inh | Vif-A3G inh | LDHA inh | IDH1 R132H inh | TrxR1 substrate | Vif-APOBEC3F blk
Cc1nnc(-c2cnn(C)c2N)n1Cc1ccc2c(c1)OCO2 | -22% | -6% | 3% | -17% | -8% | 2 | 5% | -15% | 0%
Cc1ccc2c(c1)C(=O)OC(C(=O)Nc1ncc(Cc3ccc(C(C)C)cc3)s1)C2 (stereo not given) | 24% | -1% | 19% | -26% | -4% | 0 | -1% | -2% | -9%
CCOC(=O)c1c(NC(=O)C[n+]2ccccc2)sc2c1CCCC2 | -47% | -3% | -4% | -9% | 1% | -2 | 4% | 8%[57.1 µM] | 1%
C[C@H](NC(=O)c1ccc(Cl)cc1)C(=O)NNC(=O)c1cccs1 | 13% | 12% | -1% | -12% | -8% | -3 | -9% | 4% | 2%
C[C@H](CO)N1C[C@H](C)[C@@H](CN(C)C(=O)NC2CCCCC2)Oc2c(NC(=O)C3CC3)cccc2C1=O | 14%[57.1 µM] | 6% | 7% | 1% | 3% | -7 | -2% | 9%[57.1 µM] | 2%
Cc1ccc(-n2nc3c(=O)n(CCCC(=O)N4CCC(C)CC4)nc(C)c3c2C)cc1 | 27%[57.1 µM] | 3%[56.9 µM] | -4% | -12% | -6% | -2 | -6% | 3%[57.1 µM] | 5%
COc1cc2c(cc1OC)C(C(=O)Nc1ccc(F)c(Cl)c1)CC(=O)N2 (stereo not given) | -1% | 12% | 0% | -16% | -2% | -9 | 12% | -8% | 9%
O=C(CSCSCC(=O)Nc1ccc2c(c1)OCO2)Nc1ccc2c(c1)OCO2 | 18% | -10% | 1% | -5% | -6% | 5 | 6% | -7% | -10%
COc1ccc(S(=O)(=O)N2CCN(Cc3cc(OC)c(OC)cc3OC)CC2)cc1 | 10% | 7% | -4% | -11% | 1% | -1 | -6% | -7% | -2%
COc1cccc(C(=O)CN2CCN(S(=O)(=O)c3ccc(Br)cc3)CC2)c1 | ? | 31% | -7% | -18% | 0% | -4 | 2% | 4%[57.1 µM] | -5%
CCOc1ccc(NC(=O)CN(C)C(=O)Cc2n[nH]c(=O)c3ccccc23)cc1OCC | 6% | 16% | -1% | -9% | -1% | -2 | -15% | 2% | 0%
COc1ccc(C(=O)Cn2nnc(-c3ccccc3NC(=O)c3ccco3)n2)cc1 | 26% | 0% | -5% | -22% | -15% | -12 | 0% | 21% | .
O=C(CCNS(=O)(=O)c1ccccc1C(F)(F)F)NNC(=O)c1csc(N2CCOCC2)n1 | 19% | 4% | -2% | -10% | 0% | -2 | 0% | 4% | 10%
O=c1cc(N2CCN(c3ccccc3F)CC2)[nH]c(=O)n1-c1ccc(Br)cc1 | -6% | -2% | -3% | -15% | 2% | -14 | -17% | 16% | 0%
CCN1C(=O)[C@H]2[C@@H](c3ccc(C)cc3)N3C(=O)N(c4ccc(OC)cc4)C(=O)[C@@]3(C)[C@H]2C1=O | 7% | ? | -6% | -32% | 2% | -7 | 5% | 1% | -7%
O=C(c1noc2c1CCc1ccccc1-2)N1CCOCC1 | ? | 20% | 2% | 9% | 1% | 6 | 6% | -9% | 0%
CN1CCN(C2=C(Cl)C(=O)N(c3ccc(Cl)c(Cl)c3)C2=O)CC1 | 16µM* | -29% | 0% | -5% | -14% | -6 | -3% | 4%[57.1 µM] | 9%
CCOC(=O)C1CCN(C(=O)CCc2c(C)nc3c(-c4ccc(F)cc4)c(C)nn3c2C)CC1 | 8% | -10% | -5% | -18% | 0% | 3 | 15% | 8% | 2%
O=c1oc2ccc3ccccc3c2cc1-c1nc2ccccc2o1 | 21%[57.1 µM] | 1% | 2% | -4% | 0% | -6 | 0% | 21%[57.1 µM] | ?
Cc1ccc(-c2nc3sc(CCNC(=O)c4ccc(Br)o4)c(C)n3n2)cc1 | 18%[57.1 µM] | -10% | -5% | -29% | -12% | 2 | 0% | -4%[57.1 µM] | 0%
CCCn1c(=O)c(C(=O)Nc2cccc(C)n2)c(O)c2ccccc21 | 8% | 18% | 9% | -1% | -3% | -9 | -10% | -3% | 6%
O=C(c1ccc(Cl)cc1)N1CCN(c2ccc(N3CCOCC3)nn2)CC1 | . | . | -4% | -20% | -1% | -2 | 15% | . | -6%
Cc1ccc(Cl)cc1-n1nnc(-c2nsc(NC(=O)c3ccccc3Cl)n2)c1C | 4% | -8% | 2% | -25% | 3% | -3 | -4% | 1% | 6%
O=C(Cc1ccc(-c2ccccc2)cc1)NCCS(=O)(=O)N1CCN(c2ccccc2F)CC1 | 5%[57.1 µM] | -47% | -4% | -2% | -21% | -9 | 1% | 3%[57.1 µM] | -9%
CSc1nc2c(c(=O)[nH]1)C(c1ccc(F)cc1)CC(=O)N2 (stereo not given) | 10% | 23% | -2% | -21% | -4% | -4 | 21% | 5% | 2%
S=C(c1ccccc1)N1CCN(C(=S)c2ccccc2)CC1 | 15% | -13% | -3% | -12% | -4% | -5 | 0% | 4% | -12%
Cc1c(OCC(=O)NCC(O)c2ccccc2)ccc2c3c(c(=O)oc12)CCCC3 (stereo not given) | 21% | -1% | -2% | -24% | -3% | -3 | 2% | 21% | -5%
Cc1ccc(Cl)cc1N1CCN(C(=O)CCS(=O)(=O)c2ccc3c(c2)NC(=O)CO3)CC1 | 28%[57.1 µM] | 6%[56.9 µM] | -11% | -12% | 1% | 1 | 0% | 6%[57.1 µM] | 0%
O=C(c1ccc([N+](=O)[O-])cc1)n1nc(-c2ccccc2)nc1NCc1ccccc1 | 11%[11.4 µM] | -26% | 9% | -20% | 0% | -6 | 2% | -11%[11.4 µM] | 9%
COc1ccc(Nc2ncnc3sccc23)cc1OC | -8% | -7% | 5% | -19% | -6% | 6 | 8% | 7%[57.1 µM] | 8%
c1ccc2c(CCc3c[nH]c4ccccc34)ccnc2c1 | ? | . | -5% | . | 11µM* | 3 | . | -9% | .
CC(C)c1ccc(S(=O)(=O)N2CCN(C(=O)CCNS(=O)(=O)c3ccccc3F)CC2)cc1 | 13% | 8% | -2% | -17% | -1% | -9 | -1% | 7% | 5%
CC(CNC(=O)CN1C(=O)C(=O)N(C2CCCC2)C1=O)c1ccccc1 (stereo not given) | 28% | 27% | -4% | -15% | -1% | -1 | 4% | 16% | -4%
CCOc1ccc(S(=O)(=O)NCCC(=O)NCCOc2ccccc2OC)cc1 | 8%[57.1 µM] | -9% | -1% | -20% | -50% | -7 | -8% | 2%[57.1 µM] | 6%
CCn1nc(C)c(CN2CCN(Cc3ccc(OC)c(C)c3C)C(CCO)C2)c1C (stereo not given) | 9% | -10% | -4% | -11% | -5% | -6 | -9% | 4% | -18%
CCc1ccc(NC(=O)CSc2nc3n[nH]c(C)c3c(=N)n2-c2ccc(C)cc2)cc1 | 19%[57.1 µM] | -5% | 8% | -11% | -24% | -5 | 13% | 7%[57.1 µM] | -19%
CC(C)OC(=O)c1nnn(-c2nonc2N)c1CN1CCc2ccccc2C1 | 0% | 2% | -5% | -17% | -5% | 1 | 3% | -3% | -5%
O=C(CCC(=O)NC12CC3CC(CC(C3)C1)C2)NC1CCCCC1 | -6% | 8% | -2% | -10% | 0% | -8 | -2% | -4% | -3%
COC(=O)c1ccc(NC2c3ncccc3C(=O)N2Cc2cccs2)cc1 (stereo not given) | 37%[activator] | 30% | 0% | -15% | 0% | -8 | 1% | 6% | -18%
COc1ccc(Cl)cc1NC(=O)CN(C)C(=O)Cc1ccc(-c2ccccc2)cc1 | 37%[activator] | -10% | -1% | -26% | 0% | 0 | 1% | 1% | 3%
C/C(CC(=O)NCc1ccc(Cl)cc1)=N\NC(=O)Cc1ccccc1 | -11%[57.1 µM] | -13% | -2% | 0% | -1% | 1 | 3% | 7%[57.1 µM] | -8%
CCN(CC)CCC=C(c1cccs1)c1cccs1 | 22µM* | -52% | 0% | ? | -5% | -10 | 9% | 13% | ?
CCOC(=O)C(Cc1ccc(NC(=O)/C(=C/c2ccc(OC(C)=O)cc2)NC(C)=O)cc1)N1C(=O)c2ccccc2C1=O (stereo not given) | -22% | -39% | -6% | -8% | 0% | -2 | 7% | -9% | .
NNC(=O)CCCCCCCCCCOCCCCO | 19% | 8% | 5% | -21% | 0% | -4 | -6% | 7% | -1%
O=C(OC1CCCC1)c1ccc(Cl)cc1Cl | 8%[57.1 µM] | 19% | 0% | -14% | 2% | -5 | 5% | 8%[57.1 µM] | 1%
CCN1CCN(c2ccc(S(=O)(=O)N3CCOCC3)cc2NC(=O)/C=C/c2ccc(OC)cc2OC)CC1 | -3% | -40% | -4% | -18% | -1% | -1 | 1% | -4% | 3%
Cc1cc(C)c(OCCN(C)C)c(Cl)c1 | -24% | -21% | -3% | -6% | -5% | -13 | 2% | 5%[57.1 µM] | 3%
CCn1c(=O)c2cc(C(=O)NC(C)C)sc2c2ccccc21 | ? | -8% | 5% | -26% | -10% | -13 | -3% | 47%[activator] | -3%
O=C(CCNC(=O)c1ccccc1Cl)Nc1ccc(S(=O)(=O)Nc2ncccn2)cc1 | 7%[57.1 µM] | -10% | -3% | -9% | 1% | -9 | 0% | 6%[57.1 µM] | -11%
O=C(CN1CCN(S(=O)(=O)c2ccccc2)CC1)Nc1ccc(Cl)cn1 | 10% | 6% | -2% | -16% | -6% | -11 | 2% | 5% | 0%
